# IMP-1 inhibitor: blocks Pseudomonas aeruginosa IMP-1 metallo-beta-lactamase | AID 1556 | inhibition, % at 5.6 µM | 290,000 compounds, 0.45% hits | purified IMP-1, nitrocefin hydrolysis, epi-absorbance fluorescence;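 active means inhibition above the mean plus 3 SD of all compounds in the same screening run, cut at about 4.5% in these data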;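 further: 0% = IMP-1 with DMSO and 100% = DMSO wells lacking enzyme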
#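 Test system: recombinant IMP-1 enzyme, purified / Medium: HEPES buffer pH 7.1 with ZnSO4 and Brij 35 / Doses: single dose, 5.6 µM / Times: 25 °C, 15 min preincubation, 25 min reaction / Detection: Epi-absorbance via hydrolysed-nitrocefin quenching of white-plate fluorescence, 480/530 nm, EDTA stop / Evaluation: percent inhibition from optical density relative to buffer-blank wells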
# IDE inh: inhibits human insulin-degrading enzyme in HEK cells; P14735; FAbetaB cleavage, fluorescence polarization; inhibition, % at 5.59 µM; 320,000 compounds, 0.41% hits; AID 434962;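 active means percent inhibition above the average of all tested compounds plus 3 SD, set per screening campaign, cut at about 16% in these data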;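 further: IDE supplied by intact live HEK cells; FP after avidin binding of uncleaved biotin substrate so inhibition keeps polarization high; 0% = DMSO wells and 100% = 60 µM reference IDE inhibitor Ii1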
# VIM-2 inh: blocks Pseudomonas aeruginosa VIM-2 metallo-beta-lactamase. purified VIM-2, nitrocefin hydrolysis, epi-absorbance fluorescence. inhibition, % at 5.6 µM. 290,000 compounds, 0.89% hits;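 active means inhibition above the mean of all tested compounds plus 3 SD, cutoff set per screening run, cut at about 7.5% in these data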;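 further: red hydrolysis product quenches plate fluorescence so inhibitors raise well fluorescence; 0% = enzyme with DMSO and 100% = DMSO without enzyme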
# SUMO HTRF inh: inhibitors of human SUMOylation (UBC9). HTRF SUMOylation assay, SAE1/SAE2 + UBC9, in vitro. P63279. inhibition, % at 35 µM. AID 2006. 290,000 compounds, 0.36% hits; in the data active means inhibition above about 50%, passing the limit was not always enough; further: strong numbers were not always called active
# Target sequence (P63279 whole entry, looked up): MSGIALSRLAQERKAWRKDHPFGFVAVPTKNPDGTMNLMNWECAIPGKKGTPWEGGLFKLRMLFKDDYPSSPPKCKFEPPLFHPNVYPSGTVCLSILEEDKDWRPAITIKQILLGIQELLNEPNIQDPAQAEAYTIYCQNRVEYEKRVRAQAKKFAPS
# pCIP destab: p/CIP protein destabilization; F442A p/CIP-EGFP cells, EGFP fluorescence, 16 h; decrease of EGFP signal, % at 10 µM; 290,000 compounds, 0.01% hits;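 active means EGFP signal decrease of at least 30% at 10 µM or well 3 SD below plate mean, unless failing retest; inactive means the rest, including hits failing retest or dose response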; further: some compounds called inactive have numbers as strong as hits; many of its hits are not listed in these tables
# FID counter: counter-screen for HCV NS3 helicase inhibitors: DNA intercalator displacement | DNA fluorescent intercalator displacement, fluorescence | inhibition, % at 7.9 µM | 290,000 compounds, 0.17% hits | AID 1845; in the data active means inhibition above about 37%;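 further: 0% = vehicle and 100% = reference compound; higher means more ethidium bromide displaced from hairpin DNA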
# IDE act: activators of human insulin-degrading enzyme in cells. HEK cells, FAbeta-B cleavage, fluorescence polarization; 0% vehicle, 100% cell-free pure enzyme wells. 340,000 compounds, 0.073% hits. AID 493087. P14735. activation, % at 5.96 µM;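 active means activation above the mean of all tested compounds plus 3 SD, set per screening campaign, cut at about 17% in these data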
# M18AAP inhibitor: blocks P. falciparum M18 aspartyl aminopeptidase. 290,000 compounds, 1.2% hits. inhibition, % at 7.35 µM. recombinant PfM18AAP, H-Glu-NHMec fluorogenic cleavage. AID 1822;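 active means inhibition above the campaign mean inhibition over all tested compounds plus 3 SD, cut at about 28% in these data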;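 further: 0% = plate median of test compound wells and 100% = 2 mM ZnCl2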
# NS3 helicase inh: blocks Hepatitis C virus NS3 helicase unwinding; NS3 helicase DNA unwinding, Cy5 molecular beacon fluorescence; inhibition, % at 10.9 µM; 290,000 compounds, 0.56% hits; AID 1800;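 active means inhibition above the mean of all tested compounds plus 3 SD, set per campaign, cut at about 35% in these data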;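 further: 0% = DMSO wells and 100% = thioflavine S control wells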
#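 Control set: DMSO versus 110 µM thioflavine S; Material: NS3 helicase fragment of HCV; Measured by: Cy5 fluorescence at 0 and 60 min, beacon hairpin quenching; Read-out basis: percent inhibition from t60/t0 fluorescence ratio; Times: reaction time 60 min, 25 °C; Repeats: single replicate; Compound dosing: single dose, 10.9 µM nominal final, DMSO 0.8% final.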
# * hit, by the source's call; . = not tested or not shown. Hits appear at their usual frequency (roughly 3.6% active in at least one column).
SMILES,IMP-1 inhibitor,IDE inh,VIM-2 inh,SUMO HTRF inh,pCIP destab,FID counter,IDE act,M18AAP inhibitor,NS3 helicase inh
O=C(Nc1ccnn1C1CCN(CC2CC=CCC2)CC1)c1ccccc1 (stereo not given),-2.3,.,-1.5,-12,2,1,2,1,-1
Nc1ccccc1NC1=CC(=O)CC(c2ccccc2)C1 (stereo not given),-2.2,1,0.4,2,3,-8,.,7,5
O=C(COC(=O)[C@@H]1CCCN1C(=O)c1cccs1)NCCc1ccccc1,-4.7,-5,-8.4,-5,-2,-18,-1,-4,-11
Cc1cc(C)c2ccc3c(C)c(C)nc3c2[nH]1,-1.1,5,1.6,11,-15,15,3,-1,-14
O=C(Nc1cccc(NC(=O)c2ccco2)c1)c1cnccn1,-4.9,-3,-3.9,7,-6,-4,-3,2,2
Cc1cc2[nH]c3c(c[n+](C)c4ccccc34)c2cc1C,11*,-6,6.3,22,-6,64*,0,1,27
CCC(C)NCC(=O)Nc1sc2c(c1C(N)=O)CCC2 (stereo not given),-3.7,-2,-0.4,16,-3,-3,3,-1,-3
C=CCNC(=O)c1onc(CSc2cccc(OC)c2)c1C(=O)O,-2.2,-3,-2.1,9,-11,-6,3,-3,-8
Cc1ccc(OC(=O)c2c(C)nn(-c3ccccc3)c2C)cc1,-2.1,5,-2.6,5,-2,-27,-9,2,-4
COc1ccc2occ(C(=O)c3cccs3)c2c1,0.7,1,-0.6,4,-7,-8,4,-2,2
C#CC(CC)(CC)NC(=S)Nc1cccc(C(C)=O)c1,-3.2,5,-2.6,-13,-6,-22,9,8,-16
C=CCON1C(=O)C(=O)N(OCC=C)[C@H]2CCCC[C@H]21,-1.2,0,-1.2,27,-10,-1,.,-18,5
CCOc1ccccc1N(C(=O)CNC(=O)c1ccco1)C(C(=O)NC(C)(C)C)c1ccncc1 (stereo not given),-2.7,-2,-2.3,34,-11,-23,-2,4,1
OCCN1CCN(C(=S)c2ccc(-c3ccccc3)cc2)CC1,0.5,-4,2.6,10,-7,-10,-4,50*,-11
O=C(c1ccco1)N1CCC(n2nnc3ccccc32)CC1,-2.1,1,-1.7,-1,-26,-3,0,5,-3
O=C(CSc1ccccc1Cl)c1ccco1,-3.2,1,0.6,5,-1,4,3,7,6
Cc1c(C)n(CC(O)CN2CCOCC2)c2ccccc12 (stereo not given),-2.5,-1,-1.6,3,1,10,0,11,3
O=C(CCc1ccccc1Cl)NC1CCCN(c2ccc(C(F)(F)F)cn2)C1 (stereo not given),-1.5,3,-0.6,-4,1,-34,4,6,-9
CC(OC(=O)C1CCCCC1)C(=O)Nc1cccc(Cl)c1 (stereo not given),-0.6,2,1.3,-9,-27,6,3,18,-14
CCN(CC)CCCNc1oc(-c2cccc(Cl)c2)nc1C#N,-0.7,-2,2.5,14,-4,14,-2,11,1

# Another view of 3 compounds above.
> OCCN1CCN(C(=S)c2ccc(-c3ccccc3)cc2)CC1
  IMP-1 inhibitor = 0.5	IDE inh = -4	VIM-2 inh = 2.6	SUMO HTRF inh = 10	pCIP destab = -7	FID counter = -10	IDE act = -4	M18AAP inhibitor = 50*	NS3 helicase inh = -11
> C#CC(CC)(CC)NC(=S)Nc1cccc(C(C)=O)c1
  IMP-1 inhibitor = -3.2	IDE inh = 5	VIM-2 inh = -2.6	SUMO HTRF inh = -13	pCIP destab = -6	FID counter = -22	IDE act = 9	M18AAP inhibitor = 8	NS3 helicase inh = -16
> C=CCON1C(=O)C(=O)N(OCC=C)[C@H]2CCCC[C@H]21
  IMP-1 inhibitor = -1.2	IDE inh = 0	VIM-2 inh = -1.2	SUMO HTRF inh = 27	pCIP destab = -10	FID counter = -1	IDE act = .	M18AAP inhibitor = -18	NS3 helicase inh = 5

# Next results.
SMILES,IMP-1 inhibitor,IDE inh,VIM-2 inh,SUMO HTRF inh,pCIP destab,FID counter,IDE act,M18AAP inhibitor,NS3 helicase inh
O=C(Nc1nc(-c2cc(F)ccc2F)cs1)C1=NN(c2ccccc2)C(=O)CC1,-1.3,-1,-0.3,3,4,-9,4,1,9
CC1=C(C(=O)OCC(C)C)C(c2cc3c(cc2Br)OCO3)NC(=O)N1C (stereo not given),-1.3,-5,-0.7,-15,2,-30,-1,4,-4
Cc1nn(Cc2ccccc2)c2c1C(c1ccc(Cl)cc1)C(C#N)=C(N)O2 (stereo not given),-3.1,-5,-2.5,-6,1,-13,8,19,18
CCOC(=O)N1CCN(C(=O)Nc2cccc3ccccc23)CC1,-2.1,6,-2.9,32,-8,5,6,2,6
N#CC(c1ccccc1)c1ccc2c(C(F)(F)F)cc(C(F)(F)F)nc2n1 (stereo not given),0.8,-1,-0.8,-2,-9,1,10,-4,-1
CC(C)c1ccc(-c2c(C#N)c(N)nc(SCC(=O)N3CCCCC3)c2C#N)cc1,0.4,2,0.1,9,-12,1,5,-2,3
Cc1ccc(NC(=O)c2ccc(=O)n(CC(=O)Nc3ccccc3)n2)cc1,-0.8,3,-0.5,32,-1,-11,7,-7,-2
CCCn1c(C2CC(=O)N(c3cc(OC)ccc3OC)C2)nc2ccccc21 (stereo not given),-0.7,-2,0.9,12,2,-33,3,-8,-8
COc1ccc(CCNC(=O)C2CC(=O)N(c3ccc(C(C)(C)C)cc3)C2)cc1OC (stereo not given),0.3,1,0.3,-5,-42,-42,5,-9,3
O=C(NNC(=O)c1ccc(O)cc1O)c1ccc(-c2ccccc2)cc1,-4.0,6,-4.7,-3,-7,-1,-4,18,3
CC1CCCCN1S(=O)(=O)c1ccc(C(=O)Nc2nnc(-c3ccccc3Cl)o2)cc1 (stereo not given),-1.8,-3,-2.2,20,-1,-6,0,11,8
Fc1ccc(CSc2ccc3nnc(-c4ccccn4)n3n2)cc1,-4.6,3,9.3*,5,-5,-18,5,5,1
COC(=O)CN1C(=S)N(c2ccc(OC)cc2)C(=O)C1CC(=O)Nc1ccc(F)cc1 (stereo not given),-3.4,8,-1.3,3,0,-4,1,-3,6
Cc1ccccc1N1C(S)=C(C#N)C(=O)NC1c1ccco1 (stereo not given),1.2,3,0.9,28,9,-7,3,9,26
CC(C)NC(=O)N1CCN(c2ccncc2S(=O)(=O)N2CCCCC2)CC1,0.0,-1,-1.6,-20,6,-2,4,0,4
Clc1cccc(NCc2nnc(SCc3ccc(Cl)cc3Cl)o2)c1,-2.9,3,-2.9,5,-11,0,0,-4,9
CCCCC1C(C#N)=C(C)NC2=C1C(=O)CC(C)(C)C2 (stereo not given),-4.6,-1,-2.2,31,2,-9,1,15,-5
CCOC(=O)CC(=O)CSc1nc2c(c(-c3cccs3)c1C#N)CCC2,-2.1,1,-1.4,23,9,-9,5,1,41*
COC(=O)c1ccc(N)c(N=CC2=C(O)CC(C)(C)CC2=O)c1,-0.6,-3,-1.2,47,-40,-7,2,4,-1
CCN(CC)CCn1nc2c3c(cccc3c1=O)-c1ccccc1-2,-1.0,1,17*,16,2,40*,3,-2,19

# Record cards, as listed above. Values in the order: IMP-1 inhibitor | IDE inh | VIM-2 inh | SUMO HTRF inh | pCIP destab | FID counter | IDE act | M18AAP inhibitor | NS3 helicase inh
# `O=C(NNC(=O)c1ccc(O)cc1O)c1ccc(-c2ccccc2)cc1` as listed: -4.0 | 6 | -4.7 | -3 | -7 | -1 | -4 | 18 | 3
# `CC(C)NC(=O)N1CCN(c2ccncc2S(=O)(=O)N2CCCCC2)CC1` as listed: 0.0 | -1 | -1.6 | -20 | 6 | -2 | 4 | 0 | 4
# `Cc1nn(Cc2ccccc2)c2c1C(c1ccc(Cl)cc1)C(C#N)=C(N)O2` (stereo not given) as listed: -3.1 | -5 | -2.5 | -6 | 1 | -13 | 8 | 19 | 18
# `CCCn1c(C2CC(=O)N(c3cc(OC)ccc3OC)C2)nc2ccccc21` (stereo not given) as listed: -0.7 | -2 | 0.9 | 12 | 2 | -33 | 3 | -8 | -8
# `CC1CCCCN1S(=O)(=O)c1ccc(C(=O)Nc2nnc(-c3ccccc3Cl)o2)cc1` (stereo not given) as listed: -1.8 | -3 | -2.2 | 20 | -1 | -6 | 0 | 11 | 8

# New compounds follow.
SMILES,IMP-1 inhibitor,IDE inh,VIM-2 inh,SUMO HTRF inh,pCIP destab,FID counter,IDE act,M18AAP inhibitor,NS3 helicase inh
CCOC(=O)c1c(C)[nH]c(C)c1C(=O)COC(=O)c1cc(OC)c(OC)cc1OC,-2.7,-2,-3.7,1,12,-13,-2,2,10
CCCC(=O)Nc1ccc(-c2cn3cccnc3n2)cc1,-3.5,-2,-3.0,45,1,-3,4,1,0
C=CCNC(=O)c1ccccc1NC(=O)c1ccc(Cl)c(S(=O)(=O)Nc2cc(C)ccc2C)c1,-3.8,-3,-1.7,-8,1,-2,5,-5,-1
C[C@H](NC(=O)c1ccccc1F)C(=O)N1CCC2(CC1)NCCc1[nH]cnc12,-1.1,1,-2.7,.,-12,2,6,1,3
Cc1cccc(NC(=O)/C(C#N)=C/c2ccccc2O)n1,-2.7,.,-3.0,3,5,-4,-1,10,-3
Cc1cc(=O)oc(C)c1C(=O)NCCCN1C(C)CCCC1C (stereo not given),-2.7,-7,-1.5,28,-6,-2,6,9,2
Cc1nnc(SCC(=O)NC(=O)NC(C)(C)C)n1N,-5.2,7,-0.9,28,4,-2,4,-11,-5
NC(=O)c1c(NC(=O)CN2CCCC2)sc2c1CCCC2,-2.1,6,-0.8,18,-3,-1,-1,3,-2
Cc1cc(C)c(S(=O)(=O)NCc2ccc3c(c2)OCO3)cc1C,-2.9,5,0.0,9,-6,-18,2,-1,7
COc1ccc(/C=C/C(=O)NCCCN2CCCC2)cc1,-1.7,-3,-0.5,4,-4,-2,-3,7,11
O=C(O)/C=C/C(=O)Nc1ccccc1SC(F)(F)F,-3.6,-1,-0.6,1,7,6,-5,-4,-5
FC(F)c1nnc2c(Cl)cc(C(F)(F)F)cn12,-2.7,15,-1.8,-8,8,0,4,-3,-8
CC(=O)Nc1ccc(Nc2nc(Cl)nc(Nc3ccc(NC(C)=O)cc3)n2)cc1,-1.5,-6,-2.5,8,-6,3,5,-1,-7
COc1ccc(-c2noc(CN(C)C(=O)Nc3ccccc3)n2)cc1,-2.2,1,0.1,8,-8,-5,2,-7,-5
Cc1ccc(OCc2nnc(SCCN3CCOCC3)n2C)cc1,-1.1,-1,-1.4,32,4,-3,2,2,3
CC1CN(C(=O)CCNC(=O)c2ccc(Cl)cc2)CC(C)O1 (stereo not given),-2.4,-3,-1.5,-5,-7,-10,-7,-1,3
Cc1sc2ncn(CCC(=O)O)c(=O)c2c1C,-2.6,5,-1.2,7,-1,-1,5,3,-4

# Printed as active in VIM-2 inh, of those listed so far:
Structure	IMP-1 inhibitor	IDE inh	VIM-2 inh	SUMO HTRF inh	pCIP destab	IDE act	M18AAP inhibitor	NS3 helicase inh
Fc1ccc(CSc2ccc3nnc(-c4ccccn4)n3n2)cc1	-4.6	3	9.3*	5	-5	5	5	1
CCN(CC)CCn1nc2c3c(cccc3c1=O)-c1ccccc1-2	-1.0	1	17*	16	2	3	-2	19

# Screening results from PubChem BioAssay.
